CHRM4 agonist: agonists of human muscarinic M4 receptor (CHRM4); P08173; CHO-K1 hM4/Gqi5, Fluo-8 calcium fluorescence; vehicle 0%, full acetylcholine response 100%; activation, % at 3 µM; 360,000 compounds, 0.14% hits; AID 624127;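 active = activation above the run mean over all test wells plus 3 SD, cut at about 32% in these data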;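 note: peak over basal fluorescence ratio per well then scaled between controls; 0% = DMSO wells and 100% = acetylcholine at EC100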
Target sequence (P08173 whole entry, looked up): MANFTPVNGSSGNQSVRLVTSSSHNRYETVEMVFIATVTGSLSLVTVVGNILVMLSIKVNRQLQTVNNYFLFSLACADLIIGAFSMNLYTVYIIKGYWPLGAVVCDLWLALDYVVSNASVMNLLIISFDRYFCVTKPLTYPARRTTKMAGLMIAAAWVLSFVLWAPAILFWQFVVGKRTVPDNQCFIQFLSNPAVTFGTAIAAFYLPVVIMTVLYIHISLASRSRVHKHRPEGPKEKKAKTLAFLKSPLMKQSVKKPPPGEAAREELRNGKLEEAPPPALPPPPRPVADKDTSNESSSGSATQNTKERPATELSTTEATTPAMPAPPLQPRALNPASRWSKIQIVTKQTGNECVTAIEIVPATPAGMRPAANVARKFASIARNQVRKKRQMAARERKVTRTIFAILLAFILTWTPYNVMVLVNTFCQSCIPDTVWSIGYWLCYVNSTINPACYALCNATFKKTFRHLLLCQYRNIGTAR
M5 antag: CHRM5 antagonism in calcium assay; P08912; CHO-hM5 cells, Fluo-8 calcium fluorescence, ACh EC80; inhibition, % at 3 µM; 360,000 compounds, 0.59% hits; AID 624040;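 active = inhibition above a per-plate cutoff, the mean of that plate's test compounds plus 3 SD, cut at about 27% in these data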;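 note: 0% = acetylcholine EC80 with DMSO and 100% = DMSO without agonist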
Target sequence (P08912 whole entry, looked up): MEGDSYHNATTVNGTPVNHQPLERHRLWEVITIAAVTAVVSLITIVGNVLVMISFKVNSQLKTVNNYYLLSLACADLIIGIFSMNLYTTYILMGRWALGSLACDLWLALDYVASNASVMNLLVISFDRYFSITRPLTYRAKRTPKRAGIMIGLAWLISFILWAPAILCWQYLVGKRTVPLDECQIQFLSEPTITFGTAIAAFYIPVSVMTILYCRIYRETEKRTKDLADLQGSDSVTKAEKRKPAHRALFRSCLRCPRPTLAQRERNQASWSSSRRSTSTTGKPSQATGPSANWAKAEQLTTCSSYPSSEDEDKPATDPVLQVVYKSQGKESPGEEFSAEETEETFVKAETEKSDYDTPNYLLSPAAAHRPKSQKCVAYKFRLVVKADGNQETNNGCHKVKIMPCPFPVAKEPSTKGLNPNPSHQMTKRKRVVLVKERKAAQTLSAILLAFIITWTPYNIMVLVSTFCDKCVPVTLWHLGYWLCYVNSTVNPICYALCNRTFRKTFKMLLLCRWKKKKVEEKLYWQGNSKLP
M4 PAM: potentiates acetylcholine response at human M4 receptor. 360,000 compounds, 0.4% hits. activation, % at 3 µM. CHO-K1 hM4/Gqi5, Fluo-8 calcium fluorescence, ACh EC20; 0% = ACh EC20, 100% = maximal ACh;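 active = activation above its plate's cutoff, the mean activation of sample wells plus 3 SD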; note: some results filed as inactive read as strong as hits
M5 ag: CHRM5 agonism in calcium assay; AID 624037; 360,000 compounds, 0.19% hits; CHO-K1 hM5 cells, Fluo-8 calcium fluorescence; 0% DMSO wells, 100% maximal acetylcholine response; activation, % at 3 µM; P08912;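 active = activation above the run's mean over test compounds plus 3 SD, cut at about 23% in these data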;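 note: signal is peak over basal fluorescence ratio across the kinetic read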
M4 antag: blocks acetylcholine activation of human M4 receptor; CHO-hM4 cells, ACh EC80, Fluo-8 calcium fluorescence; inhibition, % at 3 µM; 360,000 compounds, 0.73% hits; AID 624125;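 active = inhibition above its plate's cutoff, the mean inhibition of sample wells plus 3 SD, cut at about 27% in these data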;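 note: 0% = acetylcholine EC80 with DMSO and 100% = DMSO without agonist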
CRFBP-R2 block: antagonists of CRF-binding protein/CRF-R2 receptor complex | HEK293 CRF-R2/CRF-BP, CRF-induced calcium fluorescence | inhibition, % at 11.8 µM | 350,000 compounds, 0.59% hits;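 active = inhibition of the ligand-induced calcium signal above about 50% at the single tested concentration, limit read from the data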
IDE inh: inhibits human insulin-degrading enzyme in HEK cells | 320,000 compounds, 0.41% hits | FAbetaB cleavage, fluorescence polarization | inhibition, % at 5.59 µM;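 active = percent inhibition above the average of all tested compounds plus 3 SD, set per screening campaign, cut at about 16% in these data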;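 note: IDE supplied by intact live HEK cells; FP after avidin binding of uncleaved biotin substrate so inhibition keeps polarization high; 0% = DMSO wells and 100% = 60 µM reference IDE inhibitor Ii1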
CRFR2-BP ag: agonists of human CRF-binding protein/CRF-R2 receptor complex; HEK293 CRF-R2/CRF-BP, calcium dye fluorescence (FLIPR); percent of saturating CRF peptide response; activation, % at 13.2 µM; 350,000 compounds, 0.46% hits; AID 588473;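 active = activation of at least 50%, plus an integration ratio under a set limit after plate pattern correction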;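 note: plate controls were neutral control wells without compound for no effect and CRF at EC100 for full effect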
M5 PAM: potentiates acetylcholine response at human M5 receptor. 360,000 compounds, 0.3% hits. AID 624038. activation, % at 3 µM. CHO-K1 hM5, Fluo-8 calcium, ACh EC20 PAM; 0% = ACh EC20, 100% = ACh EC100. P08912;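 active = activation above the run cutoff, the mean activation of all test compounds plus 3 SD, cut at about 18% in these data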
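Assay system – human M5 receptor in CHO-K1 cells · Read-out – % activation, ACh-normalized · Technique – Fluo-8 calcium fluorescence · Dosing – single-point, 3 µM nominal · Incubation – Fluo-8 loading 80 min at 37 °C plus 30 min room temperature · Repeats – singlicate, one well per test compound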
An asterisk follows results filed as active; x = no result given; & = joins results of further samples.

SMILES	CHRM4 agonist	M5 antag	M4 PAM	M5 ag	M4 antag	CRFBP-R2 block	IDE inh	CRFR2-BP ag	M5 PAM
CCn1c(COc2ccccc2C)nnc1SCC(=O)NC1CCCC1	2	-4	18	1	-1	-7	2	0.0	4
CCOc1ccc(C(=O)CN2CCN(S(=O)(=O)c3ccc(Cl)cc3)CC2)cc1	2	-9	21	-3	-15	2	6	1.6	-2
CCn1c(SCC(=O)N/N=C/c2ccncc2)nc2ccccc21	3	-3	-14	-4	-20	-7	7	-4.5	-2
COCCNC(=O)C1CCC(Cn2c(=S)[nH]c3ccccc3c2=O)CC1 (configuration not stated)	1	-6	6	-2	1	-24	2	1.7	-10
O=C(CCn1nc(-c2ccc(Cl)cc2)ccc1=O)NCc1cccnc1	2	-2	6	-1	0	14	4	-0.4	4
CCC(=O)c1ccc(OCC(=O)OCC(=O)N(C)CC(=O)Nc2ccc(F)cc2)cc1	5	-6	7	4	-2	1	2	-1.4	1
O=C(COC(=O)/C=C/c1cccc(F)c1)NC1CCCCCC1	1	13	4	4	1	15	7	-2.1	-1
COc1cccc(N2C(=O)CC(N3CCN(C(=O)c4ccco4)CC3)C2=O)c1 (configuration not stated)	2	-6	4	-7	-13	13	7	-1.4	4
Fc1ccc(NC(=S)Nc2cccc3cnccc23)cc1	2	8	0	-1	2	-4	-2	0.7	-6
Cc1ccc(-c2cc3c(n2-c2ccc(C(=O)O)cc2)CCCC3=O)cc1	1	5	6	0	5	10	5	7.0	-3
O=C(COc1ccccc1)NCc1ccc(-n2cccc2)cc1	-1	-5	8	-5	2	0	-1	-0.2	3
Cc1nn(C)c(C)c1NC(=O)CSc1nnc(C)n1-c1ccccc1	0	-6	-6	0	-20	-6	3	-7.6	-6
COc1ccc(NC(=O)c2ccc3c(c2)S(=O)(=O)c2ccccc2C3=O)cc1	0	3	13	2	-19	-5	3	0.7	1
Cc1ccc(S(=O)(=O)Nc2ccc(-c3nnc(SCC#N)n3C)cc2)cc1	0	9	-2	2	10	-20	1	2.6	-7
c1cnc(N2CCN(Cc3ccc4c(c3)OCO4)CC2)nc1	0&0	-4&-5	-4&-3	-1&-1	-3&-1	15&5	2&1	-0.4&-1.2	0&0
CCc1nc2c(OCc3ccc(F)cc3)cccn2c1N(C)C(=O)c1ccc(C)cc1	-1	5	-3	-2	-13	x	x	x	-6
CCN1CCN(C(C(=O)NC2CCCCC2)c2cc3ccccc3o2)CC1 (configuration not stated)	1	-13	-6	-1	8	x	x	x	-4
COc1cccc(NC(=O)COC(=O)c2c(C)nn(-c3ccccc3)c2C)c1	5	-9	12	1	-9	3	6	-4.7	2
O=C(c1cccn(Cc2ccc(C(F)(F)F)cc2)c1=O)N1CCOCC1	1	9	13	-3	-2	8	4	-0.4	-3
COc1ccc(CC(=O)NC(C)CCc2ccccc2)cc1 (configuration not stated)	0	-3	10	0	-10	14	0	-0.6	1
CCN(CC)S(=O)(=O)c1ccc2c(c1)nc(CCC(=O)OCc1c(C)noc1C)n2C	-1	-7	-2	-1	-2	-7	-1	-1.0	0
COCc1cc(=O)[nH]c2c1c(-c1ccccc1)nn2C	0	2	2	6	4	-1	3	-6.4	3
CN(C)c1oc(-c2ccccc2Cl)nc1P(=O)(c1ccccc1)c1ccccc1	-3	-3	2	-2	-2	-21	-5	-2.1	-1
O=[N+]([O-])c1ccc(-c2cc(-c3ccncc3)nc3ccc4ccccc4c23)cc1	1	4	4	1	5	-34	x	2.8	-3
Cc1ccccc1C(=O)Nc1cccc(NC(=O)c2ccc(F)cc2)c1	7	0	-6	-2	12	-6	5	-13	-7
CC1CCc2c(sc3ncnc(SCC(=O)Nc4ccc(C(=O)O)cc4)c23)C1 (configuration not stated)	2	2	3	-3	-5	-7	-4	-1.5	5
COC(=O)c1ccc(-n2c(C)ccc2-c2ccccc2)cc1	-2	8	15	-2	-14	39	1	-1.2	2
CC(C)(Oc1ccc(Cl)cc1)C(=O)NC1CCSC1=O (configuration not stated)	1	0	7	4	8	-6	7	-1.3	4
CC[C@@]12C(=O)N(c3cccc(Cl)c3)C(=O)N1[C@H](c1cccc(C)c1)[C@@H]1C(=O)N(Cc3ccccc3)C(=O)[C@@H]12	5	11	12	0	-3	-9	7	0.8	6
O=C(NNC(=O)c1cccs1)c1ccc(Cl)c([N+](=O)[O-])c1	2	2	2	-2	2	-7	1	0.0	0

Another view of part of the listing above.
CC(C)(Oc1ccc(Cl)cc1)C(=O)NC1CCSC1=O (configuration not stated)
  CHRM4 agonist: 1; M5 antag: 0; M4 PAM: 7; M5 ag: 4; M4 antag: 8; CRFBP-R2 block: -6; IDE inh: 7; CRFR2-BP ag: -1.3; M5 PAM: 4
CC1CCc2c(sc3ncnc(SCC(=O)Nc4ccc(C(=O)O)cc4)c23)C1 (configuration not stated)
  CHRM4 agonist: 2; M5 antag: 2; M4 PAM: 3; M5 ag: -3; M4 antag: -5; CRFBP-R2 block: -7; IDE inh: -4; CRFR2-BP ag: -1.5; M5 PAM: 5

The list continues.
SMILES	CHRM4 agonist	M5 antag	M4 PAM	M5 ag	M4 antag	CRFBP-R2 block	IDE inh	CRFR2-BP ag	M5 PAM
CC1(c2ccc(Cl)cc2)NC(=O)N(CC(=O)N2CCc3ccccc3C2)C1=O (configuration not stated)	10	5	7	11	2	-21	-6	13	-3
Cc1cc(C)cc(NC(=O)COC(=O)c2cccc(S(=O)(=O)N3CCCCC3)c2)c1	1	4	-3	-1	2	-3	3	2.1	-3
CC1=C(C)CS(=O)N(S(=O)(=O)c2ccc(Cl)cc2)C1 (configuration not stated)	10	3	-15	25*	48*	32	-1	37	5
CCC(C(=O)NC(C)(C)C)N(Cc1ccc(OC)cc1)C(=O)c1snc(C(N)=O)c1N (configuration not stated)	7	-3	4	0	-27	-6	x	3.9	-4
CC(C)OC(=O)c1sc2nc(-c3ccccc3)ccc2c1N	13	-1	-10	-3	11	-48	2	0.0	-6
CCN(CC)CCNC(=O)c1ccc(NC(=O)c2cccc(S(=O)(=O)N3CCCCCC3)c2)cc1	1	79*	-15	-11	79*	-1	x	3.6	-43
CCCN(C(=O)C(NC(=O)c1ccccc1)C(C)C)c1c(N)n(Cc2ccccc2)c(=O)[nH]c1=O (configuration not stated)	1	9	-2	0	-2	1	6	-0.5	-8
CN1CCN(C(=O)CSc2ccc(Cl)cc2)CC1	0	-8	-1	-5	6	11	8	-0.4	-7
CSc1ccc(-c2nnn(CC(=O)NCc3ccccc3)n2)cc1	3	0	3	0	-6	-11	-1	0.8	4
COCCn1c(=NC(=O)c2cc(Cl)sc2Cl)sc2cc(S(N)(=O)=O)ccc21	0	2	4	-1	3	-17	9	2.2	0
CCOc1cccc(N2C(=O)CC(NCc3ccc(S(N)(=O)=O)cc3)C2=O)c1 (configuration not stated)	1	-10	10	-1	5	-40	5	1.3	9
COc1cccc(CN(C)C(=O)c2ccc(NC(=O)CC3SC(N4CCCC4)=NC3=O)cc2)c1OC (configuration not stated)	0	-1	7	1	-2	7	3	-2.0	6
O=C1CSC(c2cccc([N+](=O)[O-])c2)N1CCc1ccccc1 (configuration not stated)	1	-1	-4	7	4	5	x	0.1	-1
Cc1[nH]nc2c1/C(=N\O)CCC2	0	-2	-9	-1	5	16	1	-0.4	-5
CCOC(=O)c1[nH]c2ccc(OC)cc2c1NC(=O)c1ccc2c(c1)OCO2	4	4	-4	-1	5	-12	0	-4.4	-8
Cc1ccc2nc(SCC(=O)Nc3c(F)cccc3F)[nH]c2c1	2	-6	1	3	1	-13	4	-1.8	8
COCCCN(C(=S)Nc1cccc(Cl)c1)C(C)c1ccncc1 (configuration not stated)	1	4	20	2	1	-4	-1	-2.1	-3
CCc1ccc(C(=O)/C=C/Nc2ccc(S(=O)(=O)Nc3cnc4ccccc4n3)cc2)cc1	1&0	17&14	-1&6	0&-4	0&-9	0&21	-7	-1.3&-1.5	-4&0
CC(=O)c1c(C)[nH]c(C(=O)Nc2nc(-c3ccc(-c4ccccc4)cc3)cs2)c1C	8	12	-10	4	3	-59	-1	1.6	-9
C=CCOc1ccc(/C=N/NC(=O)C(C)Sc2ccccn2)cc1OC (configuration not stated)	4	9	-2	0	1	-1	8	-2.2	-7
COc1ccccc1OC(=O)CCc1nc2ccccc2s1	0	2	-10	-6	3	-6	5	2.9	-1
CN1C(C)(C)CC(=NOC(=O)c2ccccc2)CC1(C)C	0	-1	-5	-2	6	6	3	-1.9	1
COc1ccc(CCNC(=O)C2CCN(C(=O)c3ccccc3C)CC2)cc1	2	0	5	-3	-9	5	1	0.2	1
CCn1c(=O)c(=O)[nH]c2c(=O)oc3ccc(S(=O)(=O)Nc4ccccc4)cc3c21	0	3	-2	0	4	5	0	0.6	3
CCCc1cc(C(=O)Nc2nccs2)cs1	-3	-8	-3	-6	-1	-27	9	0.3	3
O=C(c1cc(C2CC2)nc2ccccc12)N1N=C(C(F)F)CC1(O)C(F)F (configuration not stated)	1	-7	-13	-6	19	-16	0	0.9	4
CCCC(c1nnnn1C(C)(C)C)N1CCN(c2ccccc2)CC1 (configuration not stated)	-1	12	-2	-3	5	9	0	0.1	-3
Cc1nn(Cc2ccc(F)cc2)c(C)c1NC(=O)CCCn1nc([N+](=O)[O-])cc1C	0	8	-10	-3	12	1	-5	-0.1	-1
CC(C)c1nnc(NC(=O)CCC(=O)NCc2ccc3c(c2)OCO3)s1	0	-7	5	-6	-15	-5	5	3.5	1
COc1ccc(-n2c(=O)c3ccccc3n(CC(=O)OCc3ccccc3)c2=O)cc1OC	0	2	7	-2	4	18	0	-2.5	5
Cc1ccc(C(C(=O)NCC2CCCO2)N(Cc2ccccc2F)C(=O)Cn2nnc(-c3cccs3)n2)cc1 (configuration not stated)	1	-3	0	-9	2	-2	3	1.8	-3
CC(C)(C)OC(=O)N1CCCC1C(=O)NC(Cc1ccccc1)C(=O)O (configuration not stated)	0	4	3	-6	-5	-12	6	-0.2	-1
CCCN(C(=O)c1cccc(S(=O)(=O)N2CCCc3ccccc32)c1)C1CCS(=O)(=O)C1 (configuration not stated)	3	-2	4	1	2	3	9	0.7	0
NC(=O)N/N=C1\CCS(=O)(=O)c2ccc(F)cc21	1	1	-2	-2	1	-7	1	-0.1	0
Cc1ccc(S(=O)(=O)N2CCOCC2)cc1C(=O)N1CCN(S(=O)(=O)c2ccccc2F)CC1	0	4	6	1	-6	10	x	-0.5	-3
COC(=O)CCCn1nc(NC(=O)COc2ccc(F)cc2)cc1C	3	7	-3	0	3	11	1	-2.0	1
CN(C)CCNc1nc(-c2ccccc2)c2c(c1C#N)CC(C)(C)OC2	1	2	-6	-5	0	-9	3	1.5	3
CCOC(=O)N1CCN(C(=O)CN(C)S(=O)(=O)c2ccc(OC)c(OC)c2)CC1	1	8	16	-2	10	-6	-4	1.4	4

4 compounds already listed, ordered by number of heavy atoms, low to high.
SMILES	CHRM4 agonist	M5 antag	M4 PAM	M5 ag	M4 antag	CRFBP-R2 block	IDE inh	CRFR2-BP ag	M5 PAM
NC(=O)N/N=C1\CCS(=O)(=O)c2ccc(F)cc21	1	1	-2	-2	1	-7	1	-0.1	0
CC(C)(C)OC(=O)N1CCCC1C(=O)NC(Cc1ccccc1)C(=O)O (configuration not stated)	0	4	3	-6	-5	-12	6	-0.2	-1
CCOC(=O)N1CCN(C(=O)CN(C)S(=O)(=O)c2ccc(OC)c(OC)c2)CC1	1	8	16	-2	10	-6	-4	1.4	4
Cc1ccc(S(=O)(=O)N2CCOCC2)cc1C(=O)N1CCN(S(=O)(=O)c2ccccc2F)CC1	0	4	6	1	-6	10	x	-0.5	-3

Screens as filed in PubChem BioAssay.
